Hck Nef HTS: inhibitors of human Hck kinase activated by Nef. P08631. Recombinant Hck-YEEI plus Nef, Z-Lyte FRET kinase assay. inhibition, % at 20 µM. 0.68% of 220,000 active. AID 463187;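 active = Hck-Nef kinase inhibition above about 50%, limit read from the data; inactive = inhibition below that limit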;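 also: 0% = DMSO with Hck plus Nef and 100% = Hck alone without Nef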
Target sequence (P08631 whole entry, looked up): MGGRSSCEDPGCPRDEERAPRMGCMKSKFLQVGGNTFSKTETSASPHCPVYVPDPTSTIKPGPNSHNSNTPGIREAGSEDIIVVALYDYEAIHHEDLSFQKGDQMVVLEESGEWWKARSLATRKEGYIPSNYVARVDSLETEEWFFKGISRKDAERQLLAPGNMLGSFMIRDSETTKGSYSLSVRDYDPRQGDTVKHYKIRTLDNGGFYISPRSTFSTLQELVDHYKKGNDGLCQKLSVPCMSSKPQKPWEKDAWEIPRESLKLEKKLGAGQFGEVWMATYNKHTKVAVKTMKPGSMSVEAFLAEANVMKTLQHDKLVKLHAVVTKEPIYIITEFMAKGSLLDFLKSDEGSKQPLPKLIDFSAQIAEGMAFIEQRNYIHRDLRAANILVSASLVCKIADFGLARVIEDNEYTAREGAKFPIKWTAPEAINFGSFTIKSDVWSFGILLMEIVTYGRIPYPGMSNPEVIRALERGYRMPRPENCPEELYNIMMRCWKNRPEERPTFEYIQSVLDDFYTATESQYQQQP
RBBP9 inh: human RBBP9 hydrolase inhibition; O75884; recombinant RBBP9, FP-Rh probe fluorescence polarization; inhibition, % at 7.94 µM; 0.2% of 220,000 active; AID 1515;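 active = inhibition above the campaign mean of all tested compounds plus 3 SD, cut at about 14% in these data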;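 also: plate controls were DMSO wells with RBBP9 for no effect and wells lacking RBBP9 protein for full effect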
Target sequence (O75884 whole entry, looked up): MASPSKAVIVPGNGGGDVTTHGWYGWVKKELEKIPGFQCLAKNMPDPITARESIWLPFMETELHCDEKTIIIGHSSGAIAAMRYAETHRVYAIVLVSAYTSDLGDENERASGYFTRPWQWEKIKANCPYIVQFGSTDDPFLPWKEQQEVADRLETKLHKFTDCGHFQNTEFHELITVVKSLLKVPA
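Test system – recombinant human RBBP9 · Input – RBBP9 2.5 µM in dispensing solution, pre-mixing · Medium – Tris buffer pH 8.0, NaCl, Pluronic · Schedule – preincubation 30 min plus labeling 45 min at 25 °C · Measured by – fluorescence polarization · Measure – % inhibition · Controls – DMSO and no-protein wells · Replicates – one well per compound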
NPY2 pot ag: potentiates or activates human NPY-Y2 receptor | activation, % at 3.6 µM | cells expressing NPY-Y2, potentiator/agonist read-out | P49146 | 0.45% of 220,000 active; in the data active = activation above about 27%;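 also: cells stimulated with NPY near EC25 plus isoproterenol at EC100; 0% = vehicle plus submaximal agonist and 100% = vehicle plus saturating agonist; some results beyond the cut were filed as inactive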
Mdm2 ligase inh: Mdm2 E3 ligase (human) inhibition. Q00987. cell-based MDM2 ubiquitination luciferase reporter, 2 h; 0 = plate control, 100 = twice control, blank-subtracted. signal enhancement, % at 5 µM. 0.11% of 210,000 active. AID 1230;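 active = signal enhancement of 30% or more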;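 also: luminescence tracks abundance of the self-degrading MDM2-luciferase fusion protein; higher signal means inhibition of MDM2 E3 ligase activity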
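Test system: stable mammalian line carrying autodegrading MDM2–luciferase fusion reporter; quantity: 2000 cells in each well; times: 4 h cell settling then 2 h compound exposure, 37 °C; detection: luminescence with SteadyLite reagent, 15 min at room temperature; evaluation: percent signal gain over controls, blank-subtracted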
NPY-Y1 PAM-ag: potentiates or activates human NPY-Y1 receptor; P25929; activation, % at 3.6 µM; AID 1304; 0.37% of 220,000 active; NPY-Y1 expressing cells, potentiator/agonist activation; in the data active = activation above about 33%, passing the limit was not always enough;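 also: cells stimulated with NPY at EC10 then isoproterenol at EC100; 0% = low agonist plus stimulus and 100% = saturating agonist plus stimulus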
Target sequence (P25929 whole entry, looked up): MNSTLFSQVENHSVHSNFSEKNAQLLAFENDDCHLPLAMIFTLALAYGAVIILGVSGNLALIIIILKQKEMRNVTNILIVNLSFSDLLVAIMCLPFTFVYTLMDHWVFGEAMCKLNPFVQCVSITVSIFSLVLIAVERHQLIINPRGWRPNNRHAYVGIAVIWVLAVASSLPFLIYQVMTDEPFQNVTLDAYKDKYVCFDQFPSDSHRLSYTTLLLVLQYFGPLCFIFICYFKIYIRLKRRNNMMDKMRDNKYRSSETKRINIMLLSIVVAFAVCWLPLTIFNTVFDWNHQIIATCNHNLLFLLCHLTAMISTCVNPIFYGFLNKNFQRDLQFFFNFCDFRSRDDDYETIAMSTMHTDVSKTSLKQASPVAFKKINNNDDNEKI
Runt-SMMHC FRET: blocks binding of human RUNX1 Runt domain to CBFb-SMMHC; AID 1434; inhibition, % at 20 µM; Cerulean-Runt/Venus-CBFb-SMMHC FRET ratio 530/480, 1 h; 0.74% of 220,000 active;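 active = mean inhibition across duplicate retests at 20 µM reaching about 50%, limit read from the data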;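 also: 0% = DMSO wells and 100% = wells with excess untagged CBFb-SMMHC; inhibitors lower the FRET ratio by blocking Runt binding to CBFb-SMMHC; some results filed as inactive read as strong as hits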
NPY Y1 blocker: antagonists of human neuropeptide Y receptor Y1 | AID 1040 | 1% of 200,000 active | HEK293-CNG Y1 cells, membrane potential fluorescence; NPY at EC95, then isoproterenol | inhibition, % at 3.6 µM | P25929;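 active = inhibition above the campaign mean inhibition of all tested compounds plus 3 SD, cut at about 20% in these data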;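 also: 0% = DMSO wells given NPY plus isoproterenol and 100% = isoproterenol alone without NPY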
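Assay system: HEK293 Y1/CNG channel cell line; Doses: single compound dose of 3.6 µM, 0.4% DMSO; Timing: dye 3 h, compound 60 min room temperature, stimulation 45 min; Technique: Membrane-potential fluorescent dye readout; Measure: % inhibition of NPY effect.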
Runt-CBFb FRET: inhibitors of human RUNX1 Runt domain binding to CBFb | Q01196+Q13951 | Cerulean-Runt/Venus-CBFb FRET ratio 530/480, 1 h | inhibition, % at 20 µM | 0.46% of 220,000 active;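 active = inhibition over about 50% at 20 µM in the single-dose screen, limit read from the data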;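 also: 0% = DMSO wells and 100% = excess unlabeled CBFb competitor control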
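System: Cerulean-labeled Runt domain protein | Quantity: 100 nM of each labeled protein | Schedule: 1 h compound exposure, room temperature | Detection: Fluorescence energy transfer, 422 nm excitation, 530/480 nm emission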
p97 inhibitor: human p97 ATPase inhibition | P55072 | recombinant p97 ATPase, Kinase-Glo ATP luminescence, 3 h | inhibition, % at 8 µM | 0.42% of 220,000 active | AID 1481; in the data active = inhibition above about 15%;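 also: 0% = DMSO vehicle and 100% = wells lacking enzyme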
An asterisk follows results filed as active; nt = no result given.

NPY2 pot ag	NPY Y1 blocker	Runt-SMMHC FRET	Mdm2 ligase inh	p97 inhibitor	NPY-Y1 PAM-ag	Runt-CBFb FRET	Hck Nef HTS	RBBP9 inh	SMILES
1.9	8.1	-9.3	-7.4	-1.0	-18.9	-10.1	21.0	-2.0	O=C(N/N=C1/C(=O)c2cccc3cccc1c23)c1ccc(Cl)cc1
-18.1	1.4	2.0	-12.0	2.9	-22.3	-8.5	2.4	-9.7	COc1ccc(-c2ccnc3nc(Sc4ncc(C(F)(F)F)cc4Cl)nn23)cc1
-6.3	0.0	7.7	5.5	7.4	4.2	6.4	1.3	-6.9	CC(=O)c1c(N2CCN(c3cccc(Cl)c3)CC2)nc(=S)n(-c2ccccc2)c1C
4.5	-0.6	-3.4	7.2	3.8	10.0	-1.9	27.2	-4.8	COc1ccccc1NC(=O)Cc1noc(CSc2nnc(C)n2C)n1
-9.2	-2.9	3.5	nt	-3.1	-15.0	-0.9	-0.1	-0.7	C#CCOCCOCCOCCNc1nc(N2CCN(C(=O)[C@H](Cc3ccc(O)cc3)n3cc(C(N)CC(C)C)nn3)CC2)nc(N2CCN(C(=O)[C@H](CCC(=O)O)n3cc(C(N)[C@H](C)CC)nn3)CC2)n1 (some centres not stated)
13.6	-0.4	5.0	-14.1	0.3	9.7	0.2	23.9	-1.8	COc1ccc(CC(=O)OCC(=O)Nc2ccc(C(=O)Nc3ccc(OC)cc3)cc2)cc1
2.2	-2.6	-180.8	-11.3	2.6	8.1	-45.7	5.1	-4.4	CCOC(=O)c1c(N)sc2c1CCC1C(=O)N(C3CCCCC3)C(=O)C21 (configuration not stated)
6.3	19.6	-0.1	6.8	-0.8	9.1	0.3	1.3	-2.5	O=C(NCCOc1ccccc1)c1cc(C(=O)NCCOc2ccccc2)cc([N+](=O)[O-])c1
-14.4	8.4	0.2	-6.5	-0.2	-23.6	-1.6	3.6	-11.0	CCCCNc1nnc(SCC(=O)c2c[nH]c3ccccc23)s1
3.4	4.3	-2.0	-7.5	0.1	4.9	1.1	8.4	2.0	CCN1C(=O)CC(C(=O)OC)=C1C
-1.8	10.2	-0.6	-8.4	4.2	-17.7	-1.3	1.7	-2.0	Cc1ccc(N(C(=O)NC2CCCCC2)C2=NCCCCC2)cc1
-20.4	1.2	4.3	-6.7	3.1	-5.2	5.7	20.3	-7.7	CCNC(=S)Nc1cc(-c2ccc(Cl)cc2)[nH]n1
48.9*	nt	-0.9	nt	5.9	48.9	1.0	27.9	-10.9	COc1ccc2c(c1)c(CC(=O)Nc1nnc(C3CC3)s1)c(C)n2C(=O)c1ccc(Cl)cc1
-11.6	29.2*	-2.6	-0.1	0.1	-109.5	-0.4	1.8	-7.3	Cc1ccc(S(=O)(=O)N(Cc2ccc(Cl)cc2)c2ccccc2C(=O)NCc2ccco2)cc1
9.7	9.8	-8.8	-6.4	0.4	-0.8	-1.5	1.0	2.3	CCOC(=O)C1=C(c2ccccc2)O/C(=C(\C(=O)OC)C(F)(F)F)S1
-3.5	-1.3	2.9	1.8	5.9	-0.8	-2.4	5.0	-6.8	Cn1c(SCC(=O)N2CCc3ccccc3C2)nnc1-c1ccncc1
2.0	-0.5	0.5	-6.7	-1.8	-7.5	1.2	4.5	3.1	CC(C)(C)OC(=O)NCCc1nnc(SCC(=O)Nc2cccc(Cl)c2)o1
4.9	3.2	-1.4	-6.9	5.8	10.3	-2.5	0.2	-4.2	Cc1sc2nc(SCC(=O)N(CCO)CCO)n(C3CCCCC3)c(=O)c2c1C
0.7	5.2	0.5	-3.2	2.9	10.9	-1.6	6.5	-4.6	Cc1c([N+](=O)[O-])cc(C(=O)N2CCOCC2)cc1[N+](=O)[O-]
-0.6	4.1	2.9	-5.9	-1.4	11.2	0.0	-10.2	-3.1	CCOC(=O)CCNC(=O)c1ccccc1Br
0.1	-8.1	4.9	-9.7	4.8	21.2	-0.6	2.3	2.6	O=P(O)(O)COc1ccccc1P(=O)(c1ccccc1)c1ccccc1
-11.8	4.2	0.4	-12.0	-0.4	14.6	-1.8	1.3	-6.3	CC(C)Cc1ccc(C#N)c(SCC(N)=O)n1
0.9	-3.4	2.8	-14.2	1.3	-7.5	-1.9	-1.2	9.2	COc1ccc(NC(=O)CCS(=O)(=O)c2ccc(OC)cc2)cc1
-12.6	8.0	-0.8	-1.0	0.1	-12.1	0.5	-95.8	3.9	O=C(COC(=O)CCSc1ccccc1Cl)NCc1ccco1
12.4	2.2	-0.2	-13.0	2.6	7.4	-0.2	-6.5	1.4	O=c1cc(NCc2ccc3c(c2)OCO3)[nH]c(=O)n1-c1ccc(Cl)cc1
1.3	-1.7	-1.4	-10.2	3.8	-4.8	-1.4	0.0	-7.8	COc1cccc(NC(=O)c2ccc3c(c2)N(CC(=O)N2CCCCC2)C(=O)C(C)(C)O3)c1
-16.7	nt	-7.9	-5.5	-4.5	18.9	97.1*	-3.1	2.9	Cc1cccn2c(=O)c(/C=C(\C#N)C(=O)NCc3ccco3)c(N3CCCCCC3)nc12
9.6	-6.8	-1.9	-0.1	3.5	25.2	-3.0	-0.2	-5.4	O=C(c1cccc(C(F)(F)F)c1)N1CCC(O)(CS(=O)(=O)Cc2ccc(Cl)cc2)CC1
7.8	8.1	14.1	-1.2	-3.2	-7.0	2.5	-7.9	-7.9	CC1CCCCC1NC(=O)CCS(=O)(=O)c1cccc2nonc12 (configuration not stated)
-4.6	23.3*	-3.0	-2.4	0.6	-22.7	-1.4	10.7	-1.6	Clc1ccc(SCCOCCN2CCc3ccccc3C2)cc1
13.4	nt	-3.9	-15.3	10.7	11.1	1.9	-0.2	-0.6	NC(=O)C1CCN(CCS(=O)(=O)c2ccc(Cl)cc2)CC1
4.3	12.2	2.4	-6.7	-2.1	-6.9	-1.3	-4.9	-2.3	Fc1ccc(-c2csc3ncnc(N4CCc5ccccc5C4)c23)cc1
-8.9	nt	-0.5	-7.7	-11.4	-4.7	-0.6	10.3	-4.8	Cc1nn(-c2ccccc2)c(C)c1C(=O)Oc1ccccc1
8.6	-3.9	-3.2	-5.9	7.2	13.7	-1.1	-2.8	-8.5	Cc1nnc(NC(=O)C2CCCCC2)s1
-3.9	5.5	-1.2	-4.5	2.6	1.4	1.5	12.2	-0.8	CS(=O)(=O)N(CC(=O)NCC1CCCO1)c1ccc(F)c(Cl)c1 (configuration not stated)
0.3	-4.1	4.0	-5.5	3.2	-12.2	4.7	2.2	-3.8	CCn1c(SCC(=O)N2CCc3ccccc32)nnc1-c1ccco1
4.1	nt	3.1	-5.7	5.6	10.3	-0.8	12.0	0.8	N/C(CC(=O)Nc1ccc(F)cc1F)=N\OC(=O)c1cccs1
17.0	-1.9	-0.8	-20.1	5.3	20.7	1.8	5.3	3.8	Cc1ccc(Nc2ncnc3nc[nH]c23)cc1Cl
-1.8	18.1	-3.8	13.1	5.3	9.3	0.0	9.5	-2.8	CN=C(Cc1ccccc1)C1=C(O)CC(C)(C)CC1=O
8.1	7.0	-5.0	-22.4	-3.9	2.9	-0.1	3.0	-6.5	COc1ccc(NC(=O)C/C(C)=N/NC(=O)c2cnccn2)cc1
nt	nt	0.0	13.1	nt	nt	-3.4	25.8	nt	COc1ccc(CCNC(=O)C2CC(c3ccc(C(F)(F)F)cc3)=NO2)cc1 (configuration not stated)
15.5	-3.7	-1.7	-2.2	1.1	9.0	1.3	17.6	-6.5	COc1ccccc1NS(=O)(=O)c1cccc(C(=O)NN=C2CCCC2)c1
-7.1	1.9	-7.2	5.1	5.9	-21.9	7.0	10.9	-9.6	CCn1c(SCC(=O)N/N=C/C=C\c2ccco2)nc2ccccc21
-32.3	27.7*	-3.5	-2.1	-2.4	-73.9	-1.6	1.2	-7.9	Cc1cc2oc(C(=O)NCc3ccc4c(c3)OCO4)c(C)c2cc1C
0.7	-2.3	-1.8	nt	5.3	0.0	0.2	-1.0	-8.7	CCOC(=O)c1sc(NC(=O)CSc2nc3c(c(=O)n2-c2ccc(C)cc2)SCC3)c(C(=O)OCC)c1C
4.8	-0.6	3.2	-13.0	-2.1	4.1	-3.0	1.9	-10.7	CCOc1ccc2cc(C(=O)c3ccccc3)c(=O)oc2c1
-18.5	-0.7	-2.3	-10.0	-6.0	-40.5	-1.6	6.9	-3.0	Cc1ccc(CC(=O)Nc2cccc(C)n2)cc1
-1.7	2.0	nt	nt	3.3	-9.4	nt	5.7	-2.0	Cn1c(=O)oc2cc(S(=O)(=O)NCC3CCCO3)ccc21 (configuration not stated)
1.5	4.7	4.8	-18.7	6.6	-7.0	10.5	-0.3	-5.0	O=C(NC(=S)NNC(=O)c1cccs1)c1ccc(Br)o1
2.6	3.0	-6.4	-20.5	1.1	-14.4	-1.5	7.0	4.0	CCC(=O)NCCN1CCN(C(=O)CC)CC1
29.1	nt	0.7	-12.0	5.9	14.4	-0.1	14.7	1.0	CCCOC(=O)c1ccc(Oc2cn[nH]c2-c2ccc(O)cc2O)cc1
-2.8	11.3	-1.3	-13.2	-11.4	-27.7	-1.9	0.2	-5.2	CCOC(=O)C1=C(CN2CCC(C)CC2)NC(=O)NC1c1ccc(Cl)cc1 (configuration not stated)
-7.4	nt	0.1	5.1	7.0	16.5	1.6	15.7	-7.6	COc1cc(NC(=O)c2ccc3snnc3c2)cc(OC)c1
7.9	nt	0.0	-6.8	1.1	8.9	0.3	18.1	-6.7	CCOC(=O)c1ccc(N=NN(C)C)cc1
-0.2	0.8	-1.0	-10.2	-5.8	9.3	-1.3	-18.1	-10.1	Cc1ccc(S(=O)(=O)N(C)c2ccc(OCC(=O)NC3=NCCS3)cc2)cc1

Printed as active in Runt-CBFb FRET, among the entries above:
NPY2 pot ag	NPY Y1 blocker	Runt-SMMHC FRET	Mdm2 ligase inh	p97 inhibitor	NPY-Y1 PAM-ag	Runt-CBFb FRET	Hck Nef HTS	RBBP9 inh	SMILES
-16.7	nt	-7.9	-5.5	-4.5	18.9	97.1*	-3.1	2.9	Cc1cccn2c(=O)c(/C=C(\C#N)C(=O)NCc3ccco3)c(N3CCCCCC3)nc12

An excerpt from above in order of their number in Hck Nef HTS, ascending:
Molecule	NPY2 pot ag	NPY Y1 blocker	Runt-SMMHC FRET	Mdm2 ligase inh	p97 inhibitor	NPY-Y1 PAM-ag	Runt-CBFb FRET	Hck Nef HTS	RBBP9 inh
CCC(=O)NCCN1CCN(C(=O)CC)CC1	2.6	3.0	-6.4	-20.5	1.1	-14.4	-1.5	7.0	4.0
COc1cc(NC(=O)c2ccc3snnc3c2)cc(OC)c1	-7.4	nt	0.1	5.1	7.0	16.5	1.6	15.7	-7.6
CCOC(=O)c1ccc(N=NN(C)C)cc1	7.9	nt	0.0	-6.8	1.1	8.9	0.3	18.1	-6.7
